Compound activity as filed in PubChem BioAssay.
HIF activator – HIF pathway transcriptional activation | activation, % at 7.5 µM (by protocol) | hit rate 0.32% among 300,000 | AID 1910 | U2OS HRE-luciferase reporter, luminescence; normalized: DMSO 0%, desferrioxamine 100%;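 active = mean activation of at least 10% of the iron chelator positive control signal, with at least half of replicates also reaching 10%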
TRPC4 block – blocks the mouse TRPC4 cation channel. Q9QUQ5. HEK293 TRPC4beta/mu-opioid, DAMGO-evoked Fluo4 calcium flux; stronger effect = lower value. B-score at 10 µM. hit rate 0.39% among 300,000. AID 2247;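 active = B-score over 3 SD under the library average, no early fluorescence shift, positive overall ratio signal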
Target sequence (Q9QUQ5 whole entry, looked up): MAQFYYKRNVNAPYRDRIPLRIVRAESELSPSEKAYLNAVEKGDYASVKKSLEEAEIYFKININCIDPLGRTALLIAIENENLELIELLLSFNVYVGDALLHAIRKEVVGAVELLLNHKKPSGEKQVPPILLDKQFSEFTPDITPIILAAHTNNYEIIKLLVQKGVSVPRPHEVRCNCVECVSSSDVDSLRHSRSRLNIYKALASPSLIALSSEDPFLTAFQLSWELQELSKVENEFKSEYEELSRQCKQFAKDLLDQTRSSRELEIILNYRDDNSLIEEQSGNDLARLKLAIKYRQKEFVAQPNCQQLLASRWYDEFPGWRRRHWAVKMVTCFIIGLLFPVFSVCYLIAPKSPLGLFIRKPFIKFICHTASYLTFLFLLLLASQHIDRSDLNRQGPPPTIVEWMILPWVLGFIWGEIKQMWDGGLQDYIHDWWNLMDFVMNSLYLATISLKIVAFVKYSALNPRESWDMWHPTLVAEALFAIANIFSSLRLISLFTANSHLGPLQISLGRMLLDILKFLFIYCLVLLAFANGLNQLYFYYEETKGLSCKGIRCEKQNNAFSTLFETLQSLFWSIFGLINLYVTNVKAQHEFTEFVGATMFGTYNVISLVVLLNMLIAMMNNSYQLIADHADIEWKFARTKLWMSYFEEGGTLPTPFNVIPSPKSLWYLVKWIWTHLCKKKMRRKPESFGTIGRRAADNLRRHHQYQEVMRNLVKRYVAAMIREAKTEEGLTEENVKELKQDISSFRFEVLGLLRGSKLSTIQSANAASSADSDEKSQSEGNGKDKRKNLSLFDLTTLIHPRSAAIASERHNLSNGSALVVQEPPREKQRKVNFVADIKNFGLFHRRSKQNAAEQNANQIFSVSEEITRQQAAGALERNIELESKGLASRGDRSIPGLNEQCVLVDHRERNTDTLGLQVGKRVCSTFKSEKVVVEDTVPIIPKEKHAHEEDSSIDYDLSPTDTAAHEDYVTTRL
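Assay system: HEK293 cells with stable TRPC4beta plus mu-opioid receptor expression; Probe or stimulus: DAMGO in two steps, submaximal then maximal; Dosing: single-point compound dosing; Measured by: Fluo4 calcium-dye fluorescence, kinetic read; Read-out basis: B score from integrated Fluo4 fluorescence ratio.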
TRPC6 inhibitor – blocks the mouse TRPC6 cation channel | Q61143 | HEK293-TRPC6, membrane potential dye, ACh-evoked depolarization; stronger effect = lower value | B-score at 10 µM | hit rate 1.1% among 310,000 | AID 2553;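 active = B-score under library mean minus 3 SD, initial fluorescence not abnormally high, positive integrated signal ratio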;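 note: B-score derived from integrated fluorescence ratio over the kinetic read; more negative B-score means stronger inhibition of depolarization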
aSyn 5UTR inh – 5' untranslated region of α-synuclein, MLPCN primary screen; alpha-synuclein 5'UTR reporter, inhibitor activity; inhibition, % (tested at 7.5 µM); hit rate 0.82% among 300,000; AID 1813; in the data active = inhibition above about 60%;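 note: H4 neuroglioblastoma cells stably carrying SNCA 5'UTR luciferase fusion; 0% = DMSO wells and 100% = positive control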
TRPC4 potent – allosteric potentiators of mouse TRPC4 channel. hit rate 0.42% among 310,000. AID 2227. B-score at 10 µM. HEK293 TRPC4beta/mu-opioid, DAMGO EC20, Fluo-4 Ca2+ flux; stronger effect = higher value;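 active = B-score of calcium response area above 5 SD of library B-scores, with initial fluorescence ratio within 5 SD of library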;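 note: B-score of integrated fluorescence ratio over time as area under calcium response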
TRPC6 activator – activators of mouse TRPC6 channel | Q61143 | HEK293-TRPC6 membrane potential dye fluorescence; stronger effect = higher value | B-score at 10 µM | hit rate 0.13% among 310,000 | AID 2550;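 active = B-score of the integrated fluorescence ratio above library mean plus 3 SD, and starting fluorescence ratio within library mean plus 5 SD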;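 note: higher score means more depolarization so channel activation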
TRPC4 act – opens the mouse TRPC4 cation channel; Q9QUQ5; HEK293 TRPC4beta/mu-opioid, Fluo4 calcium fluorescence; stronger effect = higher value; B-score at 10 µM; hit rate 0.49% among 310,000;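 active = B-score above 5 SD of library B-scores, and initial fluorescence ratio not above library mean plus 5 SD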;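 note: positive B-score marks a calcium rise read as TRPC4 activation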
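System: HEK293 cells stably co-expressing mouse TRPC4beta and mu-opioid receptor; Schedule: Fluo4 dye loading 45 min at room temperature, 110 s recording; Detection: Fluo4 fluorescence, kinetic; Evaluation: B-scored integrated calcium fluorescence ratio; Controls: buffer (low) and maximal DAMGO (high).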
MrgX1 antag – antagonists of human MrgX1 receptor; MRGX1-HEK293 calcium flux, Fluo-4, BAM8-22 antagonism; stronger effect = lower value; B-score at 10 µM; hit rate 1.3% among 310,000; AID 588676;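 active = calcium-response B-score plate-corrected more than 3 library SD below zero, starting fluorescence within 5 deviations, no agonist response on first addition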;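 note: peak minus trough fluorescence over baseline after final BAM8-22 challenge near maximal dose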
KLF5 inh – inhibitors of KLF5 expression | DLD-1 KLF5 promoter-luciferase reporter, luminescence | inhibition, % at 5 µM | hit rate 0.23% among 290,000 | AID 1700;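 active = inhibition above a per-plate limit of that plate's mean compound inhibition plus 3 SD, cut at about 60% in these data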;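 note: 0% = DMSO wells and 100% = LY294002 at 200 µM; higher means less KLF5 promoter-driven luciferase light; inactives centre near -14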
SKKanGAS inh – blocks kanamycin growth of S. pyogenes SKKanGAS strain | BacTiter-Glo, 6 h | hit rate 1.3% among 300,000 | inhibition, % at 7.5 µM;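 active = mean replicate score, as percent of positive control median, at least 50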;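 note: strain carries kanamycin resistance gene driven by streptokinase promoter and grows in 40 µg/ml kanamycin; loss of luminescence reflects streptokinase promoter inhibition or plain growth inhibition; 0% = median of DMSO wells and 100% = positive control at its reference dose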
IEC-6 tox – kills IEC-6 intestinal cells in KLF5 counter-screen; IEC-6 cytotoxicity, luminescence viability; inhibition, % at 5 µM; hit rate 0.78% among 290,000; AID 1825; in the data active = inhibition above about 22%;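 note: 0% = plate median of test compound wells and 100% = cytotoxic reference compound wells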
* = called active by the depositor; i = inactive; . = not tested or not shown; & = joins results of further samples.

SMILES	HIF activator	TRPC4 block	TRPC6 inhibitor	aSyn 5UTR inh	TRPC4 potent	TRPC6 activator	TRPC4 act	MrgX1 antag	KLF5 inh	SKKanGAS inh	IEC-6 tox
Cc1cc(C(=O)COC(=O)c2ccc(O)cc2)c(C)n1CC1CCCO1 (stereo not drawn)	0.8	i	i	14	i	i	i	i	-115	17	0
CSc1nc2ccc(S(=O)(=O)N3CCCC3)cc2s1	-0.1	i	i	12	i	i	i	i	-29	2	4
Cn1nnnc1SCc1nc2ccccc2s1	2.1	i	i	-57	i	i	i	i	-57	2	4
CCOC(=O)N1CCN(c2nc(-c3ccc(F)cc3)cs2)CC1	2.3	i	i	-41	i	i	i	i	-34	-3	-8
C/C(=N\NC(=O)Cc1csc(N2CCOCC2)n1)c1ccc(Cl)c(Cl)c1	-0.8	i	i	10	i	i	i	i	-26	-1	0
Nc1nnc(C(=O)c2ccccc2N)s1	1.0	.	i	-123	i	i	i	i	-14	-9	2
Cc1cccc(N2CCN(C(=O)CCCn3c(=O)c4cccn4c4cccnc43)CC2)c1C	0.1	i	i	12	i	i	i	i	-22	24	5
S=C(NNc1ccc2ccccc2c1)NC1CCCCC1	2.2	i	i	-217	i	i	i	i	-32	16	8
COC(=O)CSc1nnc(CNC(=O)Cc2ccccc2)n1C	-0.4	i	i	30	i	i	i	i	13	-3	-6
CN1OC(Cn2cc(C#N)c(=O)n(C)c2=O)CC1c1ccccc1 (stereo not drawn)	0.6	i	i	-6	i	i	i	-5.8*	9	-6	-4
CN(C)S(=O)(=O)c1cccc(NC(=O)Cc2ccc(Cl)cc2)c1	-0.1	i	i	-4	i	i	i	i	-15	4	1
CC1(C)Cc2ccccc2-c2nnc(-c3cccc(O)c3)n21	-0.3	i	i	17	i	i	i	i	-22	0	-7
COc1ccccc1CCNS(=O)(=O)c1ccc(C(=O)O)n1C	-0.4	i	i	3	i	i	i	i	18	1	7
O=C(NCc1ccc(Cl)cc1)NCc1ccc(Cl)cc1	-0.2	i	i	-15	i	i	i	i	-15	-22	1
O=S(=O)(NCc1ccccn1)c1ccccc1	-0.2	i	i	25	i	i	i	i	-14	4	8
O=c1oc2ccccc2nc1/C=C(O)/C=C\c1ccccc1	-0.2	i	i	0	i	i	i	i	-23	-16	-2
Cc1ccc(S(=O)(=O)N2CCN(S(=O)(=O)c3ccc(C)cc3)C2c2ccccc2)cc1	-0.4	i	i	-13	i	i	i	i	-16	3	-2
O=C(CCCN1C(=O)c2ccccc2C1=O)N1CCc2ccccc2C1	0.3	i	i	19	i	i	i	i	-3	4	1
COc1ccccc1-c1nc2cc(Cl)ccc2c(=O)n1O	-0.7	i	i	-4	i	i	i	i	-23	4	9
C=CCN(c1ccc(C(=O)NCCN2CCOCC2)cc1)S(C)(=O)=O	0.8	i	i	10	i	i	i	i	-28	-19	-2
C#CC(C)(C)NC(=O)c1cnc(-c2ccccc2)nc1-c1ccccc1	0.0	i	i	3	i	i	i	i	-13	1	1
Cc1ccc(C(=O)CSc2ccccc2C(=O)O)cc1	1.4	i	i	-38	i	i	i	i	-71	-1	1
Cn1c(=O)cc(N2CCc3ccccc32)[nH]c1=O	-0.4	i	i	-10	i	i	i	i	-15	-1	1
COC(=O)c1ccc(-n2nnnc2SCC(=O)NCc2cccc(C(=O)O)c2)cc1	-0.1	i	i	-5	i	i	i	i	-28	.	-6
c1coc(-c2nc3nc4ccccc4nc3n2CC2CCCO2)c1 (stereo not drawn)	-0.4	i	i	0	i	i	i	i	1	5	3
Cc1ccc(SCC2(O)CCN(C(=O)c3ccc(Cl)cc3)CC2)cc1	-0.1	i	i	-9	i	i	i	i	-13	3	0
CCC(C)(C)NC(=O)Cc1ccc(F)cc1	0.1	i	i	22	i	i	i	i	-9	5	-4
CS(=O)(=O)c1ccc(C(=O)OCC(=O)NC2CCS(=O)(=O)C2)cc1[N+](=O)[O-] (stereo not drawn)	0.6	i	i	-12	i	i	i	i	-19	-3	-4
CCOc1ccc(-c2cc(NC(=O)Cn3ncc4c3-c3ccccc3OC4)on2)cc1OCC	0.2	i	i	-18	i	i	i	i	-6	6	8
CC(C)c1ccc(NC(=O)c2cc3c(=O)n(C)c4ccccc4c3n2C)cc1	-0.5	i	i	21	i	i	i	i	1	13	1
Cc1ccc(S(=O)(=O)NCCCNS(=O)(=O)c2ccccc2)cc1	-0.3	i	i	12	i	i	i	i	-28	-1	4
CCOC(=O)N1CCC(NC(=O)c2cc(S(=O)(=O)N3CCCC3)cn2C)CC1	-0.8	i	i	6	i	i	i	i	7	5	1
Cc1cc(C)c(-c2cc(C(F)(F)F)no2)c(=O)[nH]1	0.1	i	i	4	i	i	i	i	2	-2	-8
NC(=O)c1nc(N2CCOCC2)nc(N2CCOCC2)n1	2.2	i	i	9	i	i	i	i	-19	6	3
CC(C)NCC(O)COc1ccc(CCOCC2CC2)cc1 (stereo not drawn)	-0.1	i	i	18	i	i	i	i	5&-12	-2	0&3
CCOC(=O)CSc1nc(CC)nc2ccccc12	-0.3	i	i	-1	i	i	i	i	-16	5	0
O=C(Cc1cccs1)N(CC1CCCO1)C1(C(=O)NC2CCCC2)CCCCC1 (stereo not drawn)	-0.1	i	i	8	i	i	i	i	6	3	2
COCc1cc(=O)[nH]c(Nc2nc(C)c3ccccc3n2)n1	-0.1	i	i	-36	i	i	i	i	-14	20	4
Cc1ccccc1NC(=O)C1Cc2ccccc2C(=O)O1 (stereo not drawn)	0.7	i	i	-19	i	i	i	i	-17	-1	-1
CCn1c(=S)sc2c(=O)n(-c3ccccc3)c(SC)nc21	0.0	i	i	9	i	i	i	i	-23	12	-7
CCOc1ccc(N/C=C/C(=O)c2ccc(OC)c(OC)c2)cc1	-0.6	i	i	-175	i	i	i	i	-111	-4	-4
C=CCn1c(SCCC)nc2sc3c(c2c1=O)CCc1ccccc1-3	-0.3	i	i	18	i	i	i	i	9	15	-5
C/C(=N\NC(=O)CSCc1ccc(Cl)cc1)c1ccc2c(c1)OCCO2	-0.9	i	i	28	i	i	i	i	-36	-13	-4
COc1ccc2oc(C(=O)OCC(=O)/C(C#N)=C(\C)N)c(C)c2c1	2.7	.	i	-81	i	i	i	i	16	-2	2
CC1=C(C)C(=O)N(c2ccccn2)C1=O	-0.3	.	.	-14	.	.	.	i	7	1	0
OCCN1CCN(CC(O)COCc2ccc3c(c2)OCO3)CC1 (stereo not drawn)	0.1	i	i	-2	i	i	i	i	-13	2	0
CCN(CC)c1ccc(C=Nc2ccc(N(C)C)cc2)c(O)c1	1.1	i	i	-83	i	i	i	-4.6*	-36	6	-8
CN(CC(=O)Nc1ccccc1Br)C(=O)CNC(=O)c1ccc(Oc2ccccc2)cc1	0.8	i	i	-32	i	i	i	i	-24	17	4
CN1CCN(NC(=O)COc2cccc(C(F)(F)F)c2)CC1	.	i	i	-5	i	i	i	i	-24	-2	0
CCCc1cc2c(=O)c(-c3ccc4c(c3)OCCO4)coc2cc1OS(C)(=O)=O	1.7	i	i	-222	i	i	i	i	-25	35	3
CC(=O)Nc1cccc(NC(=O)C2CC3CCC2C3)c1 (stereo not drawn)	0.0	i	i	41	i	i	i	i	-2	-7	-2

Of the compounds above, 9 have an aryl thioether with sulfur outside any ring.
SMILES	HIF activator	TRPC4 block	TRPC6 inhibitor	aSyn 5UTR inh	TRPC4 potent	TRPC6 activator	TRPC4 act	MrgX1 antag	KLF5 inh	SKKanGAS inh	IEC-6 tox
CSc1nc2ccc(S(=O)(=O)N3CCCC3)cc2s1	-0.1	i	i	12	i	i	i	i	-29	2	4
Cn1nnnc1SCc1nc2ccccc2s1	2.1	i	i	-57	i	i	i	i	-57	2	4
COC(=O)CSc1nnc(CNC(=O)Cc2ccccc2)n1C	-0.4	i	i	30	i	i	i	i	13	-3	-6
Cc1ccc(C(=O)CSc2ccccc2C(=O)O)cc1	1.4	i	i	-38	i	i	i	i	-71	-1	1
COC(=O)c1ccc(-n2nnnc2SCC(=O)NCc2cccc(C(=O)O)c2)cc1	-0.1	i	i	-5	i	i	i	i	-28	.	-6
Cc1ccc(SCC2(O)CCN(C(=O)c3ccc(Cl)cc3)CC2)cc1	-0.1	i	i	-9	i	i	i	i	-13	3	0
CCOC(=O)CSc1nc(CC)nc2ccccc12	-0.3	i	i	-1	i	i	i	i	-16	5	0
CCn1c(=S)sc2c(=O)n(-c3ccccc3)c(SC)nc21	0.0	i	i	9	i	i	i	i	-23	12	-7
C=CCn1c(SCCC)nc2sc3c(c2c1=O)CCc1ccccc1-3	-0.3	i	i	18	i	i	i	i	9	15	-5

Filtered by structure, the entries above with a thiophene ring, fused or not (2)
SMILES	HIF activator	TRPC4 block	TRPC6 inhibitor	aSyn 5UTR inh	TRPC4 potent	TRPC6 activator	TRPC4 act	MrgX1 antag	KLF5 inh	SKKanGAS inh	IEC-6 tox
O=C(Cc1cccs1)N(CC1CCCO1)C1(C(=O)NC2CCCC2)CCCCC1 (stereo not drawn)	-0.1	i	i	8	i	i	i	i	6	3	2
C=CCn1c(SCCC)nc2sc3c(c2c1=O)CCc1ccccc1-3	-0.3	i	i	18	i	i	i	i	9	15	-5
